Bioassay records as filed in PubChem BioAssay.
UDG counterscr: UDG inhibition counter-screen. AID 1347430. Potency, µM (titrated, usually from 115 µM), inactives show at the highest dose activity change, negative = inhibition, hits mostly inhibitors. actives 0.14% (n = 91,000). FRET deamination/UDG coupled assay, UDG read, 4 h; also: nearly all actives have a fitted effect of over 65% in size
AID inhibitor: inhibitors of human activation induced cytidine deaminase; Q9GZX7; AID deamination FRET fluorescence, UDG-coupled, 4 h; Potency, µM (top dose mostly 115 µM), inactives show top-dose activity change, negative = inhibition, most hits filed as inhibitors; actives 0.32% (n = 91,000); AID 1347428; also: nearly all actives have a fitted effect of over 25% in size
Target sequence (Q9GZX7 whole entry, looked up): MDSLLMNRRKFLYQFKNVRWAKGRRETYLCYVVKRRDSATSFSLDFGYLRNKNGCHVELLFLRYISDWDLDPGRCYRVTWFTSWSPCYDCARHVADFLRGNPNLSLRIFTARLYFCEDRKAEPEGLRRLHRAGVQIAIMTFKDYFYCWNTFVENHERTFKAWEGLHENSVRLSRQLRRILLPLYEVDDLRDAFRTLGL
* hit, by the source's call; ? = inconclusive; [ ] = another dose, or the depositor's remark. Calls follow the shape of the dose curve; as a rule, active = well fitted curve in the direction sought with a large enough effect; inconclusive = small, poorly fitted or top-dose-only effect, or another doubt; inactive = no such curve, though single readings can be large; an effect the other way counts as inactive or inconclusive. % is scaled to controls: 0 for no effect and ±100 for the full control effect; potency is read from the fitted curve at half-maximal effect. These rows are one share of the data (hit frequency here may not be typical).

Compound	UDG counterscr	AID inhibitor
Cc1cccc(CN2C(=O)CN=C(c3ccccc3)c3cc(Cl)ccc32)c1	-9.1%[57.5 µM]	?
CC(N)Cc1ccc2oc3ccccc3c2c1 (stereo not drawn)	1.9%	-8.8%
CCN(CC)C(=O)c1ccc(NC(=O)CCn2nc(-c3ccc(C)cc3)c3ccccc3c2=O)cc1	-2.0%	-21.9%
c1ccc(CCNCc2ccc3[nH]ccc3c2)cc1	2.1%	1.7%
C[N+]1(C)CCc2cc3c(cc2[C@H]1[C@@H]1OC(=O)c2c1ccc1c2OCO1)OCO3	-6.8%	-0.7%
CCC(=O)N1CC(=O)Nc2ccc(C)cc2C1c1ccc(F)cc1 (stereo not drawn)	-13.2%	31.8%[activator]
O=C(Cn1cnc2sc3c(c2c1=O)CCCC3)NCCC(=O)N1CCC2(CC1)OCCO2	11.0%	0.1%
O=c1c2ccccc2nc(/C=C/c2ccccc2O)n1-c1ccc(Br)cc1	1.0%	79.2%[activator]
CC12NC(Cc3ccccc31)c1ccccc12 (stereo not drawn)	-12.8%	-5.5%
CC(Nc1ccc([N+](=O)[O-])c2nonc12)c1ccccc1Cl (stereo not drawn)	?	?
CCN1C[C@@]2(COC)C3[C@@H](OC)C4[C@@H]1C3([C@@H]1C[C@]3(O)[C@H](OC(=O)c5ccccc5)[C@@H]1[C@]4(OC(C)=O)[C@@H](O)[C@@H]3OC)[C@H](OC)C[C@H]2O	-5.1%	5.5%
COc1cc(/C=C(\C)[N+](=O)[O-])cc(Br)c1O	-15.1%	0.0%
CCOc1ccc2nc(NC(=O)c3cccn(Cc4ccccc4Cl)c3=O)sc2c1	-4.7%	15.5%
Cc1ccc(CNC(=O)CCCn2c(=O)c3sccc3n(CC(=O)Nc3c(C)cccc3C)c2=O)cc1	-2.6%	37.0%
CCCC(=O)c1cn(Cc2ccccc2C#N)c2ccccc12	-4.2%	-1.6%
COc1cccc(NC(=O)c2cccn(Cc3ccccc3C)c2=O)c1	?	?
CC(=O)C(C#N)c1ccccc1 (stereo not drawn)	12.8%	14.0%
CC12CNCC(C)(CNC1)C2=O	50.1µM*	?
CCCCCc1nc2ccccc2c(=O)n1-c1ccc(C)cc1	-0.9%	-4.7%
CCC1(c2ccc(N)cc2)CCC(=O)NC1=O (stereo not drawn)	2.5%	-0.2%
CCN(CC)C(=O)c1ccc(N(Cc2ccccc2)S(C)(=O)=O)cc1	12.8%	-11.1%
Cc1cc(C=C(C#N)C#N)c(C)n1C1CC1	-7.7%	-5.6%
COC(=O)c1ccc(NC(=O)COC(=O)c2cn(C)c3ccccc23)cc1	-13.7%	-17.1%
CCC1(C2=NCCN2)Cc2ccccc2O1 (stereo not drawn)	3.1%	-1.2%
Cc1nc(CN2CCNCC2)cs1	3.6%	2.6%
CCCN1CC[C@@H]2c3cc(O)ccc3CC[C@@H]21	0.3%	12.3%
Cc1[nH]nc2c1C(c1ccc(-c3ccccc3)o1)SCC(=O)N2 (stereo not drawn)	-5.2%	-12.6%
CCCn1c(=O)c2[nH]c(C3CCCC3)nc2n(CCCOC(=O)c2ccc(S(=O)(=O)F)cc2)c1=O	0.5%	7.2%
CCOc1ccccc1CN1CCN(c2ccccc2)CC1	-3.6%	-13.9%
O=C(c1cn(CCCCn2cc(C(=O)C(F)(F)F)c3ccccc32)c2ccccc12)C(F)(F)F	7.1%	6.1%

A section from further up:
Compound	UDG counterscr	AID inhibitor
Cc1cccc(CN2C(=O)CN=C(c3ccccc3)c3cc(Cl)ccc32)c1	-9.1%[57.5 µM]	?
CC(N)Cc1ccc2oc3ccccc3c2c1 (stereo not drawn)	1.9%	-8.8%
CCN(CC)C(=O)c1ccc(NC(=O)CCn2nc(-c3ccc(C)cc3)c3ccccc3c2=O)cc1	-2.0%	-21.9%
c1ccc(CCNCc2ccc3[nH]ccc3c2)cc1	2.1%	1.7%
C[N+]1(C)CCc2cc3c(cc2[C@H]1[C@@H]1OC(=O)c2c1ccc1c2OCO1)OCO3	-6.8%	-0.7%
CCC(=O)N1CC(=O)Nc2ccc(C)cc2C1c1ccc(F)cc1 (stereo not drawn)	-13.2%	31.8%[activator]
O=C(Cn1cnc2sc3c(c2c1=O)CCCC3)NCCC(=O)N1CCC2(CC1)OCCO2	11.0%	0.1%
O=c1c2ccccc2nc(/C=C/c2ccccc2O)n1-c1ccc(Br)cc1	1.0%	79.2%[activator]
CC12NC(Cc3ccccc31)c1ccccc12 (stereo not drawn)	-12.8%	-5.5%
CC(Nc1ccc([N+](=O)[O-])c2nonc12)c1ccccc1Cl (stereo not drawn)	?	?
CCN1C[C@@]2(COC)C3[C@@H](OC)C4[C@@H]1C3([C@@H]1C[C@]3(O)[C@H](OC(=O)c5ccccc5)[C@@H]1[C@]4(OC(C)=O)[C@@H](O)[C@@H]3OC)[C@H](OC)C[C@H]2O	-5.1%	5.5%
COc1cc(/C=C(\C)[N+](=O)[O-])cc(Br)c1O	-15.1%	0.0%
CCOc1ccc2nc(NC(=O)c3cccn(Cc4ccccc4Cl)c3=O)sc2c1	-4.7%	15.5%
Cc1ccc(CNC(=O)CCCn2c(=O)c3sccc3n(CC(=O)Nc3c(C)cccc3C)c2=O)cc1	-2.6%	37.0%
CCCC(=O)c1cn(Cc2ccccc2C#N)c2ccccc12	-4.2%	-1.6%
COc1cccc(NC(=O)c2cccn(Cc3ccccc3C)c2=O)c1	?	?
CC(=O)C(C#N)c1ccccc1 (stereo not drawn)	12.8%	14.0%

Next part
Compound	UDG counterscr	AID inhibitor
C[C@]12N[C@H](Cc3ccccc31)c1ccccc12	3.8%	-2.6%
CN(C)C(=O)Oc1ccc2c(=O)c(-c3ccc(Br)cc3)coc2c1	-2.2%	-2.9%
O=C1CCCN1CC#CCN1CCCC1	13.6%	11.6%
COC1C(O)C(C)OC(OC2CCC3(C)C(CC[C@@H]4[C@@H]3CCC3(C)C(C5=CC(=O)OC5)C(O)CC43O)C2)C1O (stereo partly drawn)	6.1%	4.1%
C=C(Cl)CN1CCC(N2CCCCC2)CC1	-10.2%	-1.8%
CCOC(=O)c1c(C)n(C(C)C)c2ccc(OC(=O)c3ccccc3)cc12	-3.6%	4.7%
ClCCN1CCOCC1	-5.1%	-9.7%
CCOC(=O)C1=C(N)OC(C)=C(C(=O)OC(C)C)C12C(=O)Nc1ccc(Br)cc12 (stereo not drawn)	-5.8%	50.0%[activator]
O=C(COc1ccccc1Cl)N1CCN(CCc2ccncc2)CC1	0.0%	-3.1%
N#Cc1cc2c(nc1SCC(=O)Nc1ccc(F)c(Cl)c1)C1CCN2CC1	6.8%	33.6%[activator]
Cc1ccc(C(=O)Nc2ccccc2)cc1S(=O)(=O)N1CCCC1	6.6%	-23.8%
CC(=O)C1=C(C)OC(N)=C(C(=O)OCc2ccccc2)C12C(=O)Nc1ccccc12 (stereo not drawn)	7.3%	70.8%[activator]
Cc1ccc(-n2c(/C=C/c3cc(Br)cs3)nc3ccccc3c2=O)cc1C	0.0%	0.8%
CCn1c(CN2CCN(C)CC2)nc2ccccc21	4.5%	-8.5%
CCOC(=O)C1=C(N)OC(C)=C(C(=O)OCc2ccccc2)C12C(=O)Nc1ccc(Br)cc12 (stereo not drawn)	-7.4%	102.6%[activator]
Clc1ccccc1C1NCc2ccccc2-n2cccc21 (stereo not drawn)	2.3%	-8.7%
COc1ccc(-c2nc(CN3C(=O)CN=C(c4ccccc4)c4ccccc43)c(C)o2)cc1OC	-3.3%	-9.5%
Cc1ccccc1-n1c(/C=C/c2ccc(N(C)C)cc2)nc2ccccc2c1=O	-7.8%	?
CC(C(=O)c1c[nH]c2ccccc12)N(Cc1ccc(F)cc1)C1CC1 (stereo not drawn)	3.3%	7.2%
N#Cc1c(N)nc2c(c1-c1ccc(OCc3ccccc3F)cc1)c(=O)nc1sccn12	-7.0%	?
COc1ccc(OCC(=O)N2CCN(Cc3ccc(SC)cc3)CC2)cc1	-0.9%	-16.5%
c1ccc(CCNCc2ccco2)cc1	-1.8%	-1.3%
N#Cc1ccc(CN2CCC(c3c[nH]c4ccccc34)CC2)cc1	-7.7%	-5.2%
Cc1[nH]nc2c1C(c1ccc(-c3cccc(Cl)c3)o1)SCC(=O)N2 (stereo not drawn)	-13.9%	9.7%
CN1CCC(N(C)c2nc(-c3ccc([N+](=O)[O-])cc3)nc3ccccc23)CC1	-10.5%	?
CNC1Cc2ccccc2C1	-7.9%	21.4%
c1coc(CN2CCNCC2)c1	3.6%	5.0%
CCOC(=O)C1=C(N)Oc2c(c(=O)oc3ccccc23)C12C(=O)Nc1ccc(Cl)cc12 (stereo not drawn)	0.3%	18.4%
CC12CN3CC(C)(CN(C1)C3c1ccccn1)C2=O (stereo not drawn)	7.3%	-2.8%
CCC(=O)c1cn(Cc2ccccc2C#N)c2ccccc12	-1.0%	-4.9%
NC(N)=NOCC[C@H](N)C(=O)O	1.4%	-7.5%
O=C1CC(c2ccc(Br)cc2)c2c(c3ccccc3oc2=O)O1 (stereo not drawn)	-2.6%	34.9%[activator]
COc1ccc(C(=O)N2CCCC2=O)cc1	4.3%	5.5%
CC1=C(C(=O)OC(C)(C)C)C2(C(=O)Nc3ccccc32)C(C(=O)OC(C)C)=C(N)O1 (stereo not drawn)	-14.1%	170.3%[activator]
Cc1ccc(/C=C/c2nc3ccccc3c(=O)n2-c2ccccc2)s1	-0.5%	-13.1%
N#CCCNC(=O)CCl	-9.4%	-6.9%
C[N+](C)(C)CC1CCC1	-0.8%	5.0%
C[C@]12CCC(=O)C(O)=C1CC[C@@H]1[C@@H]2CC[C@]2(C)C(=O)CC[C@@H]12	-1.4%	-7.0%
O=C(Cn1cc(C(=O)c2ccccc2)c2ccccc21)Nc1ccc(Br)cc1	-0.6%	9.0%
Oc1ccc2c3c1O[C@H]1c4[nH]c5c(c4C[C@@]4(O)[C@@H](C2)N(CC2CC2)CC[C@]314)C[C@@]1(O)[C@H]2Cc3ccc(O)c4c3[C@@]1(CCN2CC1CC1)[C@H]5O4	-0.3%	-22.4%
C=CCN(C1=NCCN1)c1c(Cl)cccc1Cl	1.5%	0.5%
C=CCOC(=O)C1=C(C)OC(N)=C(C(=O)OCC)C12C(=O)Nc1ccccc12 (stereo not drawn)	2.3%	96.8%[activator]
O=C(CSC1c2ccccc2Oc2ccccc21)Nc1ccccc1C(=O)O	-6.1%	?
CCCN(CCC)[C@@H]1CCc2cccc(O)c2C1	6.1%	-6.1%
C=CCN1CCc2cccc3c2[C@H]1Cc1ccc(O)c(O)c1-3	-17.1%	-16.0%
CN1C(=O)CCS(=O)(=O)C1c1ccc(Cl)cc1 (stereo not drawn)	6.1%	1.8%
CNC(=O)NC(=O)CN1CCN(C(=O)Cc2cccc(OC)c2)CC1	1.2%	5.3%
CNCCc1ccc(O)c(O)c1	-0.9%	1.0%
O=C1CC(C(=O)O)CN1 (stereo not drawn)	5.9%	4.4%
Cc1c(Cl)cccc1NC(=O)CN1C(=O)C(C)N=C(c2ccccc2)c2ccccc21 (stereo not drawn)	-18.1%[57.5 µM]	10.9%
CC(C)(C)C(=O)NC(Sc1nccc(SC(NC(=O)C(C)(C)C)C(Cl)(Cl)Cl)n1)=C(Cl)Cl (stereo not drawn)	-11.8%	-11.1%
COc1ccc(CCNCc2cccc(F)c2)cc1	-3.3%	-7.5%
Cc1cccc2[nH]cc(CCN)c12	6.0%	3.1%
CC(N)Cc1c[nH]c2ccc(OCc3cccs3)cc12 (stereo not drawn)	-4.3%	-22.1%
COc1cccc(/C=C/c2nc3ccccc3c(=O)n2-c2ccc(Cl)cc2)c1OC	-14.4%	-23.4%
CC1OC(OC2CCC3(C=O)[C@H]4CCC5(C)C(C6=CC(=O)OC6)CCC5(O)[C@@H]4CCC3(O)C2)CC2OC(C)(C)OC12 (stereo partly drawn)	-7.8%	-3.3%
Cc1cccc(-n2c(/C=C/c3c[nH]c4ccccc34)nc3ccccc3c2=O)c1	-25.8%	21.0%
O=C1CC(c2ccc(C(F)(F)F)cc2)c2c(c3ccccc3oc2=O)O1 (stereo not drawn)	3.4%	1.3%
O=C(O)CCCCNCc1ccc(C(=O)O)cc1	-1.2%	7.4%

As entered above.
For AID inhibitor, CCC(=O)N1CC(=O)Nc2ccc(C)cc2C1c1ccc(F)cc1 (stereo not drawn) has 31.8%[activator]
For AID inhibitor, COc1cc(/C=C(\C)[N+](=O)[O-])cc(Br)c1O has 0.0%
For AID inhibitor, CC(C)(C)C(=O)NC(Sc1nccc(SC(NC(=O)C(C)(C)C)C(Cl)(Cl)Cl)n1)=C(Cl)Cl (stereo not drawn) has -11.1%
